Screening data deposited in PubChem BioAssay by The Scripps Research Institute Molecular Screening Center.
ASK1 primary: inhibitors of human ASK1 kinase | inhibition, % at 7.44 µM | 22,000 tested, 0.99% active | Q99683 | AlphaScreen MKK6 phosphorylation by ASK1, luminescence; in the data active = inhibition above about 35%;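 note: 0% = median of compound wells and 100% = no enzyme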
ULK1 inh: blocks human autophagy kinase ULK1. AlphaScreen Atg13 phosphorylation by ULK1, luminescence. 30,000 tested, 1.9% active. O75385. inhibition, % at 5.96 µM; in the data active = inhibition above about 43%;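 note: 0% = median of compound wells and 100% = no enzyme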
Target sequence (O75385 whole entry, looked up): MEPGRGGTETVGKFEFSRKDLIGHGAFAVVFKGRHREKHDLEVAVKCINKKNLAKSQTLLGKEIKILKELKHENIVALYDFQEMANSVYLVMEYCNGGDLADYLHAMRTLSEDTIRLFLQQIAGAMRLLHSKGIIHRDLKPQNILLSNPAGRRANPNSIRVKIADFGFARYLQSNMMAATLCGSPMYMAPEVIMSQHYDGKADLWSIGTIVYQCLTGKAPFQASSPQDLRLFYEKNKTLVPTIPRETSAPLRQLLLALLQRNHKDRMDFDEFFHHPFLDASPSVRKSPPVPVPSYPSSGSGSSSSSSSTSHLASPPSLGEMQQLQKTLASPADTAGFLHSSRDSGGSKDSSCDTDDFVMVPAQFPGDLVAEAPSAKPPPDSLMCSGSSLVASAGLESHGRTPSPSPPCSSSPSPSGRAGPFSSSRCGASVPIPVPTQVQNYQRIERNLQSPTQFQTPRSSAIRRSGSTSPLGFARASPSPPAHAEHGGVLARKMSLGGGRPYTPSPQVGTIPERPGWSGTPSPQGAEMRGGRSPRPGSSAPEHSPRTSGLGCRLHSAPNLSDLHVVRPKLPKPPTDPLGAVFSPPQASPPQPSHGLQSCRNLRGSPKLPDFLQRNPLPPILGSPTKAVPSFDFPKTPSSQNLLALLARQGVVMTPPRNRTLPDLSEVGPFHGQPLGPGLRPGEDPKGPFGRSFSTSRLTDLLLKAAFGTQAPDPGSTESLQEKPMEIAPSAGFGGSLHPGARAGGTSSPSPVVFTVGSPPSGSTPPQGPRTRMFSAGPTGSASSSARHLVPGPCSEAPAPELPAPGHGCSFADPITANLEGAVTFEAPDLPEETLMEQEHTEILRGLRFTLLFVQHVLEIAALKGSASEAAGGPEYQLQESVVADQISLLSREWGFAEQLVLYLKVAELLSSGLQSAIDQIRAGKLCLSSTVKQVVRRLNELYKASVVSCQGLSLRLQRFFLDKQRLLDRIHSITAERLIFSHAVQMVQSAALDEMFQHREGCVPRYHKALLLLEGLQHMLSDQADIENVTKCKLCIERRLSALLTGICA
The depositor's hits bear a star; . = no result given.

SMILES	ASK1 primary	ULK1 inh
NC(C(=O)Nc1ccc(-c2cn[nH]c2)cc1F)c1cccnc1 (stereo unspecified)	11	2
O=C(NCCCN1CCOCC1)c1ccc(F)c(-n2ncc3cc(Nc4c(Cl)cccc4Cl)ccc32)c1	6	-26
CCc1nnc(-c2cc3ccccc3n2CC#N)o1	.	-17
COc1cc(Nc2nc(Nc3ccc(NC(C)=O)cc3)c3[nH]cnc3n2)cc(OC)c1OC	-4	36
C/C=C/C(=O)Nc1cc(C)nn1-c1nc2c(c(=O)[nH]1)CCC2	.	16
Cc1cnc(-c2c(C)noc2C)nc1NCCc1ccc(O)cc1	-27	-7
N[C@@H](C(=O)Nc1cc(F)c(-c2cn[nH]c2)cc1N1CCC(O)CC1)c1ccc(F)cc1	10	3
O=C(NCCO)c1cncc(-c2ccc(N3CCOCC3)nc2)c1	-23	4
Cc1cnc(CNc2cc(-c3cncc(-c4ccc(F)cc4)c3)nc(C)n2)cn1	.	-2
CC(C)n1cnc2c(N)nc(Nc3ccccc3)nc21	3	18
Cc1ccc(C(=O)N[C@H](C)c2nc(-c3ccncc3)n[nH]2)s1	9	10
O=C(NCc1nc2ccccc2[nH]1)c1cccc(Nc2ccccc2)n1	-16	8
CN1[C@@H]2CCC[C@H]1CC(NC(=O)c1nn(C)c3ccccc13)C2 (stereo partly specified)	.	-7
O=C(O)CN(CCOCCOCCN(CC(=O)O)CC(=O)O)CC(=O)O	.	-3
CCN(CC)c1nc(Nc2cc(OC)c(OC)c(OC)c2)nc(Nc2nc3ccccc3n2C)n1	4	-12
Nc1nc(NCCCN2CCCC2=O)cc(NCCN2CCOCC2)n1	-7	-2
Nc1nc(N2CCC(N3CCOCC3)CC2)nc2c1ncn2-c1ccccc1	5	11
COc1ccc(-c2cccc(C(=O)NC3CCN(Cc4ccccc4)CC3)c2)cn1	4	-1
Cc1noc(C)c1-c1cc(NCCOc2ccccc2)ncn1	4	0
NCc1ccc(C(=O)NC(c2ccc(Cl)cc2)c2nc3ccc(-c4cn[nH]c4)cc3c(=O)[nH]2)cc1 (stereo unspecified)	15	-11
N#Cc1cc(-c2ccnc(Nc3ccc(-n4cnc(N5CCOCC5)n4)cc3)n2)cc(N2CCCC(O)C2)c1 (stereo unspecified)	14	6
O=C(NCCCN1CCCC1=O)c1ccc2nc(N3CCN(c4ccccn4)CC3)sc2c1	7	9
COc1ccc(CNc2nc(Nc3ccc(OC(F)(F)F)cc3)nc3c2ncn3C(C)C)cc1	-15	-35
Cc1nc(-c2ccccc2F)cc(N2CCN(CCO)CC2)n1	.	-2

Sorted by number of heavy atoms (rising): part of the list above.
SMILES	ASK1 primary	ULK1 inh
Cc1noc(C)c1-c1cc(NCCOc2ccccc2)ncn1	4	0
Nc1nc(NCCCN2CCCC2=O)cc(NCCN2CCOCC2)n1	-7	-2
O=C(NCCCN1CCCC1=O)c1ccc2nc(N3CCN(c4ccccn4)CC3)sc2c1	7	9
NCc1ccc(C(=O)NC(c2ccc(Cl)cc2)c2nc3ccc(-c4cn[nH]c4)cc3c(=O)[nH]2)cc1 (stereo unspecified)	15	-11
N#Cc1cc(-c2ccnc(Nc3ccc(-n4cnc(N5CCOCC5)n4)cc3)n2)cc(N2CCCC(O)C2)c1 (stereo unspecified)	14	6

(next part)
SMILES	ASK1 primary	ULK1 inh
O=C(NCCO)c1ccc(-c2csc3ccccc23)s1	-1	-21
O=C(NCC1CCCO1)c1cc(Br)cc(Br)c1O (stereo unspecified)	.	11
COc1ccc(CNC(=O)C/C(C)=N/NC(=O)c2ccncc2)cc1	.	3
NC(=O)c1cnn(-c2ccnc(NC(=O)Cc3ccc4c(c3)OCO4)c2)c1	-15	21
COc1cc(Nc2cc(C)nc(Nc3cccnc3)n2)cc(OC)c1OC	22	45*
Cn1c(Nc2nc(NCCCN3CCCC3=O)c3ncn(-c4ccccc4)c3n2)nc2ccccc21	7	7
CC(C)CCOc1cc(-c2cn[nH]c2)ccc1NC(=O)C1COc2ccccc2C1 (stereo unspecified)	8	12
COc1ccc([C@@H]2CN(Cc3ccccc3)CC2c2nc3ccc(-c4cn[nH]c4C)cc3[nH]2)cc1 (stereo partly specified)	-4	-14
CCc1nc(N)nc(N)c1-c1ccc(Cl)cc1	.	6
CC(C)N(CCNc1nc(Nc2cnccn2)nc2c1ncn2-c1ccsc1)C(C)C	-10	-3
c1cc2cc(OC3CCNCC3)ccc2cn1	-10	26
CNC(=O)c1ccccc1Nc1cc(NC(=O)Cc2cccs2)ncc1C(F)(F)F	4	46*
CCCN[C@H]1CCc2nc(N)sc2C1	.	0
COC(=O)[C@H](C)NC(=O)c1ncccc1Oc1nc(OC)cc(OC)n1	.	3
O=C(NCc1cn(-c2ccncc2)nn1)c1ccc(Cl)cc1	3	5
CS(=O)(=O)c1ccc2c(c1)nc(NCc1ccncc1)c1nccn12	.	7
NS(=O)(=O)c1ccc(Nc2nccc(NC3CCN(C(=O)c4ccccc4Oc4ccccc4)CC3)n2)cc1	-13	-11
FC(F)(F)c1ccc(Cn2cnc3c(NC4CC4)nc(Nc4ccc5ncccc5c4)nc32)cc1	-8	-31
c1ccc(CNc2ncnc3nc(-c4ccccc4)[nH]c23)cc1	-5	5
COc1ccc(CNc2cc(-c3ccccc3)ncn2)cc1	-23	-1
NC(C(=O)N1CCCN(C(=O)c2ccc3[nH]ncc3c2)CC1)c1ccc(C(F)(F)F)cc1 (stereo unspecified)	-12	-1
O=C(Cn1ccnc1[N+](=O)[O-])NCc1ccccc1	.	-6
NC(=O)c1ccc(-c2nc3ccc(C(=O)NC4CC4)cc3s2)cc1	9	3
Cc1ccccc1-c1cscc1Nc1cnn(-c2cccc(C(=O)Nc3ccc(N4CCOCC4)cc3)c2)c1	38*	18
COc1ccc(CCNc2ncnc3nc(-c4cccc(N)c4)[nH]c23)cc1	21	2
Cc1ccc2nsnc2c1S(=O)(=O)Nc1cccc2nsnc12	.	4
O=C(Nc1nc(-c2ccccc2)cs1)C1CCCCN1S(=O)(=O)c1cccs1 (stereo unspecified)	.	-6
c1cn(-c2ccc(Nc3nc(Nc4ccc5c(c4)OCO5)c4ncn(-c5ccsc5)c4n3)cc2)cn1	6	9
COc1ccc2c(c1)C[C@H](C(=O)Nc1ccc(-c3cn[nH]c3)cc1OCC1CCN(C)CC1)NC2	-6	-10
CC(C)NC(=O)C1CCN(C(=O)C(C(=O)c2ccccc2)n2cc(Cl)ccc2=O)CC1 (stereo unspecified)	.	-21
c1ccc(-c2cc(NCCCn3ccnc3)nc(-c3ccccn3)n2)nc1	.	-23
CC(=O)Nc1cccc2cccc([N+](=O)[O-])c12	.	-9
Nc1cccc(-c2cc(NCCOc3ccccc3)ncn2)c1	-4	-9
NC(=O)c1ccc(Nc2nccc(-c3cncc(N4CCOCC4)c3)n2)cc1	3	1
COc1cc(Nc2cc(NC3CCC(O)CC3)ncn2)cc(OC)c1OC (stereo unspecified)	2	4
COc1cc2nc(NCCN3CCOCC3)nc(NCCN(C(C)C)C(C)C)c2cc1OC	-5	0
Cc1nc(NC2CCCCC2)cc(-c2cccnc2)n1	.	-2
O=C(NC1CC1)c1ccc(-c2nc(NCCc3ccc(O)cc3)c3ncn(CCN4CCCC4=O)c3n2)cc1	6	1
CC(C)(C)OC(=O)N1CC(C(=O)N2CCC(Nc3ccnc(Nc4ccc(S(N)(=O)=O)cc4)n3)CC2)C(c2ccccc2)C1 (stereo unspecified)	1	-15
Nc1cccc(-c2cccc(C(=O)NCCN3CCOCC3)c2)c1	-5	-9
CC(C)N(CCNc1nc(N2CCC(N3CCOCC3)CC2)nc2nc[nH]c12)C(C)C	2	-3
N#C/C(=C/c1ccc(Br)o1)C(N)=O	.	0
O=C(Nc1ccccc1)c1cccc(-c2cccs2)c1	9	-3
FC(F)(F)c1cccc(CNc2ncnc3nc(Nc4ccncc4)[nH]c23)c1	9	4
CNc1cc(F)cc(-c2ccnc(Nc3ccc(-n4nc(C)nc4C)cc3)n2)c1	21	33
COc1cc(Nc2cc(C)nc(Nc3ccncc3)n2)cc(OC)c1OC	-7	-2
O=C(Nc1ccc2c(c1)OCO2)c1cnc(Br)s1	-5	4
COc1cc(Nc2nc(C)cc(NCCOc3ccccc3)n2)cc(OC)c1OC	2	-27

ASK1 primary, hit marks shown above.
SMILES	ASK1 primary	ULK1 inh
Cc1ccccc1-c1cscc1Nc1cnn(-c2cccc(C(=O)Nc3ccc(N4CCOCC4)cc3)c2)c1	38*	18

Further results.
SMILES	ASK1 primary	ULK1 inh
COC(=O)CNc1cccc([N+](=O)[O-])c1	.	-1
c1ccc(-n2cnc3c(NCCN4CCOCC4)nc(N4CCN(c5ccccn5)CC4)nc32)cc1	20	-10
CCC(C)NC(=O)C(=O)Nc1cccc(Br)c1 (stereo unspecified)	.	-15
O=C(c1cccnc1Oc1ccccc1)N1CCC(c2nc(-c3ccncc3)no2)C1 (stereo unspecified)	-11	1
Cc1cc(O)c(C(c2ccncc2)N2CCC(C)CC2)c(=O)n1Cc1ccco1 (stereo unspecified)	.	8
CC(=O)Nc1ccc(Nc2cc(NC3CCN(Cc4ccccc4)CC3)nc(N)n2)cc1	16	7
COc1ccc(-c2nc(C)cc(NC3CCN(Cc4ccccc4)CC3)n2)cn1	3	-1
COc1cc(NC(=O)C2CCN(c3ccc(Nc4ccccc4)nn3)CC2)cc(OC)c1OC	10	27
O=C(NCc1nnnn1-c1ccccc1)c1ccc(Br)cc1	.	7
CCCNC(=O)Cc1cn(-c2ccc(N3CCN(Cc4ccc5c(c4)OCO5)CC3)nn2)c2ccccc12	3	4
O=C(Cc1cn(-c2ccc(NCc3cccnc3)nn2)c2ccccc12)NC1CCN(Cc2ccccc2)CC1	14	-5
Nc1nc(NCc2ccc3c(c2)OCO3)nc2c1ncn2-c1ccsc1	-13	1

Pulled by compound from the list above, three records:
SMILES	ASK1 primary	ULK1 inh
CC(C)NC(=O)C1CCN(C(=O)C(C(=O)c2ccccc2)n2cc(Cl)ccc2=O)CC1 (stereo unspecified)	.	-21
CNc1cc(F)cc(-c2ccnc(Nc3ccc(-n4nc(C)nc4C)cc3)n2)c1	21	33
NC(=O)c1ccc(Nc2nccc(-c3cncc(N4CCOCC4)c3)n2)cc1	3	1

Further compounds follow.
SMILES	ASK1 primary	ULK1 inh
Cc1ccc(S(=O)(=O)n2cccc2C)cc1	.	-18
O=C(N/N=C/c1cc(O)c(Br)cc1Br)c1cccnc1	.	10
CC(=O)Nc1ccc(Nc2nc(Nc3nc4ccccc4n3C)nc3c2ncn3C2CCCCC2)cc1	4	39
COc1ccc(-c2nc(C(=O)Nc3ccccc3)cs2)cc1	2	-29
CC1(C)OC(=O)NC1=O	.	12
COc1cc(Nc2nc(-c3cccc(N)c3)nc3c2ncn3C(C)C)cc(OC)c1OC	22	-30
Oc1ccc(CCNc2nc(Nc3ccc(N4CCOCC4)cc3)nc3c2ncn3-c2ccccc2)cc1	28	-10
Cc1c(C(=O)N(C)c2ccccc2)sc2nc(-c3ccccc3)cn12	.	-7
COc1nc(NCCOc2ccccc2)nc(Nc2cccnc2)n1	-15	3
Nc1nc(NCc2ccccc2)cc(NCc2ccc3c(c2)OCO3)n1	-7	-2
O=C(NCc1ccco1)C(C(=O)c1ccccc1)n1ccccc1=O (stereo unspecified)	.	-7
OCCNc1nc(NCc2ccc3c(c2)OCO3)nc2c1ncn2-c1ccccc1	-6	3

Entries above containing a nitro group on carbon, in the order listed:
SMILES	ASK1 primary	ULK1 inh
O=C(Cn1ccnc1[N+](=O)[O-])NCc1ccccc1	.	-6
CC(=O)Nc1cccc2cccc([N+](=O)[O-])c12	.	-9
COC(=O)CNc1cccc([N+](=O)[O-])c1	.	-1

(next part)
SMILES	ASK1 primary	ULK1 inh
CC(=O)Nc1ccc(Nc2nc(-c3ccc(C(=O)N4CCN(C)CC4)cc3)nc3c2ncn3C2CCCCC2)cc1	15	22
CCCCCCC[N+](CC)(CC)CCCCc1ccc(Cl)cc1	.	-6
CC1CCN(c2ccc(-c3ccc(NS(C)(=O)=O)cc3)nn2)CC1	.	0
C=CCNC(NC(=O)c1ccco1)C(Cl)(Cl)Cl (stereo unspecified)	.	-6
Nc1nc(Nc2ccc(N3CCOCC3)cc2)nc2c1ncn2-c1ccccc1	-5	12
CC(=O)Nc1ccc(Nc2nc(-c3ccc(C(N)=O)cc3)nc3c2ncn3C(C)C)cc1	6	75*
Cc1ccc(S(=O)(=O)NCc2ccc(/C=C(/C#N)C(=O)NC3CCCCC3)o2)cc1	.	-10
CC(Oc1ccccc1)C(=O)NNc1nc(Cl)nc(N(C)C)n1 (stereo unspecified)	.	-3
COc1nc(N)nc(-c2ccc(C(N)=O)cc2)n1	-7	-15
Cc1cc(-c2cn[nH]c2)c(F)cc1NC(=O)C1COc2ccccc2O1 (stereo unspecified)	19	1
OCCNc1nc(-c2ccc(N3CCOCC3)nc2)nc2nc[nH]c12	16	5
Cc1cc(Nc2ccc(OCCN3CCCCC3)cc2)nc(-c2ccccc2)n1	-1	-10
COc1cc(NC(=O)c2cccc(-n3cc(NC(=O)Cc4cccc(F)c4)cn3)c2)cc(OC)c1OC	7	0
CC(C)N(CCNc1nc(NCc2ccc3c(c2)OCO3)nc2c1ncn2-c1ccccc1)C(C)C	2	6
FC(F)(F)c1ccc(Cn2cnc3c(NCc4cccnc4)nc(Nc4ccc(N5CCOCC5)cc4)nc32)cc1	32	31
Cn1[nH]c(=O)c(=O)[nH]c1=S	.	-5
CC(C)N(CCNC(=O)c1ccnc(-c2csc3ccccc23)c1)C(C)C	-8	-7
COc1cc2nc(-c3ccc(N(C)C)cc3)nc(NCC3CCCO3)c2cc1OC (stereo unspecified)	8	8
CCCCOC(=O)c1cccc(Nc2ccncc2C(=O)N(C)C)c1	-15	-20
Cc1ccc2c(-c3ccccc3)nc(=O)n(C(C)C)c2c1	.	8
Nc1nc(NCCO)cc(NCc2cccnc2)n1	-18	4
Cc1nc(NCc2ccccc2)c2cc[nH]c2n1	.	-7
COc1cc(Nc2nc(N3CCN(c4ccccn4)CC3)nc3c2ncn3C(C)C)cc(OC)c1OC	9	-7
NC(C(=O)N1CCC(C(=O)Nc2ccc3[nH]ncc3c2)C1)c1ccc(Br)cc1 (stereo unspecified)	-7	1
Cc1cc(S(=O)(=O)Nc2ccc3c(c2)CC(=O)N3C)ccc1F	.	-5
c1ccc(-c2nccc(NCC3CCCO3)n2)cc1 (stereo unspecified)	-6	-13

The order is random; 3% or so of the library scored in one or more.
